Screens as filed in PubChem.
Casp7 inh – qHTS Assay for Allosteric/Competitive Inhibitors of Caspase-7; recombinant caspase-7, Ac-DEVD-AFC fluorescence rate; 75,000 compounds, 0.02% hits; Potency, µM (highest dose often 57.5 µM), for inactives: at the top dose activity change, negative = inhibition, usual class: inhibitors; P55210; active = well fitted inhibition curve with a large enough effect in the main read-out, with a control signal flat, not every such curve was filed as active; inconclusive = small, poorly fitted or top-dose-only effect, or a change in a side signal; also: potency is read from the fitted curve at half-maximal effect; % of control where 0% means no effect
Target sequence (P55210 24-198 limits assumed): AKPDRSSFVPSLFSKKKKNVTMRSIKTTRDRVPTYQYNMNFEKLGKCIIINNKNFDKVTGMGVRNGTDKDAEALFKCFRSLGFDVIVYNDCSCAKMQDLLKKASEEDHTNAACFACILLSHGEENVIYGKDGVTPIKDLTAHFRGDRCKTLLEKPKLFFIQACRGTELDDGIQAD
Target sequence (P55210 207-303 limits assumed): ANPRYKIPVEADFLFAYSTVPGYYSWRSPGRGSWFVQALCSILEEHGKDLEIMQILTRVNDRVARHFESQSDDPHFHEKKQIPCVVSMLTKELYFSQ
ERK AVP block – qHTS Assay for Inhibitors of the ERK Signaling Pathway using a Homogeneous Screening Assay; Potency, µM (doses to about 57.5 µM), inactives show at the top dose activity, negative = inhibition, hits mostly inhibitors; 72,000 compounds, 0.99% hits; HEK293-V1b, vasopressin-stimulated pERK AlphaScreen; also: potency is read from the fitted curve at half-maximal effect; % is scaled to controls: 0 for no effect and ±100 for the full control effect; nearly all actives have a fitted effect of over 55% in size
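HEK293 cells stably expressing V1b receptor, preincubated 30 min at 37 °C with compound, then stimulated 5 min with 25 nM vasopressin. Phospho-ERK by AlphaScreen SureFire after 5 h RT; normalized to DMSO and vasopressin; AC50 by Hill fit.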
HEK293 cAMP ctrl – qHTS Assay for Agonists of the Thyroid Stimulating Hormone Receptor: Activators of Intracellular cAMP Concentrations in Parental HEK 293; AID 938, 2007; parental HEK293 CNG cAMP sensor, membrane potential fluorescence; Potency, µM (doses to about 57.1 µM), for inactives: at the top dose activation, actives largely listed as activators; 73,000 compounds, 2.5% hits; also: potency is read from the fitted curve at half-maximal effect; % of control where 0% means no effect; nearly all actives have a fitted effect of over 55% in size
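Parental HEK 293 cells stably expressing a modified CNG channel (no TSHR) report cAMP rise as membrane depolarization. Membrane potential dye with 100 uM RO 20-1724 was loaded for 60 min at room temperature, then compound added for 30 min; fluorescence read at 590 nm.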
Tau filament bind – qHTS Assay for Tau Filament Binding. recombinant tau filaments, thioflavin S fluorescence, 15 h; filaments grown with octadecylsulfate alongside compound. 71,000 compounds, 2% hits. Microtubule-associated protein tau (Homo sapiens), P10636. Potency, µM (highest dose often 57.1 µM), inactives show at the top dose activity change, negative = inhibition;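 also: potency is read from the fitted curve at half-maximal effect; % is scaled to controls: 0 for no effect and ±100 for the full control effect; actives lower thioflavin S fluorescence by blocking filaments or displacing dye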
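Read-out: ThS fluorescence, 450 nm excitation/510 nm emission; lower signal marks blocked filament formation or displaced dye. Tau at 1 uM with 30 uM ODS, 10 uM ThS, 5 mM DTT, 100 mM NaCl, 10 mM HEPES pH 7.4; 15 h, 37 C.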
Rhodamine fluor – qHTS Assay for Spectroscopic Profiling in Rhodamine Spectral Region | Rhodamine-region fluorescence, 547/598 nm, Tris buffer; stronger effect = higher value | max dye-equivalent concentration, M | 59,000 compounds, 0.05% hits | AID 594, 2007; in the data active = max dye-equivalent concentration above about 11 nM; inconclusive = between about 1.1 nM and that limit
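Compound fluorescence in 100 mM Tris, pH 8.0, read after 15 min at room temperature with 547 nm excitation and 598 nm emission. Output is dye-equivalent concentration from an on-plate rhodamine standard series.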
A350 fluor – qHTS Assay for Spectroscopic Profiling in A350 Spectral Region. Compound autofluorescence, 340/450 nm, Alexa 350 dye-equivalents; stronger effect = higher value. max dye-equivalent concentration, M. 59,000 compounds, 11% hits. AID 590, 2007; in the data active = max dye-equivalent concentration above about 10 nM; inconclusive = mostly about 1.1 nM to 9.6 nM
FLuc inh – qHTS Assay for Inhibitors of Firefly Luciferase; Luciferin 4-monooxygenase (Photinus pyralis), P08659; purified firefly luciferase, luminescence, 8 min; Potency, µM (highest dose often 57.1 µM), inactives show top-dose activity change, negative = inhibition, usual class: inhibitors; 72,000 compounds, 2.2% hits; also: potency is read from the fitted curve at half-maximal effect; % is scaled to controls: 0 for no effect and ±100 for the full control effect; nearly all actives have a fitted effect of over 40% in size
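Compounds were tested as concentration series (qHTS) against purified P. pyralis luciferase with luciferin and 10 uM ATP in 50 mM imidazole pH 7.2, 50 mM KCl, 7 mM MgCl2, 0.01% Tween 20, 0.05% BSA. Luminescence was read after 8 min at ambient temperature.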
Fluorescein fluor – qHTS Assay for Spectroscopic Profiling in Fluorescein Spectral Region; max fluorescein-equivalent concentration, M; 59,000 compounds, 0.91% hits; Compound autofluorescence, 480/540 nm, fluorescein-equivalent; stronger effect = higher value; in the data active = max fluorescein-equivalent concentration above about 10 nM; inconclusive = between about 1.1 nM and that limit
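Compounds were pin-transferred into 100 mM Tris buffer, pH 8.0, and incubated 15 min at room temperature. Fluorescence was read at 480 nm excitation/540 nm emission. Signals were normalized to an on-plate six-point fluorescein standard curve as dye-equivalent concentration.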
4-MU autofl – qHTS Assay for Spectroscopic Profiling in 4-MU Spectral Region | compound autofluorescence, 340/450 nm, 4-MU equivalents; stronger effect = higher value | max dye-equivalent concentration, M | 59,000 compounds, 11% hits | AID 589, 2007; in the data active = max dye-equivalent concentration above about 10 nM; inconclusive = mostly about 1.1 nM to 9.6 nM
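Compounds in 100 mM Tris, pH 8.0, incubated 15 min at room temperature, then fluorescence read at 340 nm excitation/450 nm emission. Signal converted to 4-MU dye-equivalent concentration using an on-plate six-point 4-MU standard curve.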
Texas Red fluor – qHTS Assay for Spectroscopic Profiling in Texas Red Spectral Region. max dye-equivalent concentration, M. AID 587, 2007. 59,000 compounds, 0.06% hits. Compound fluorescence, Texas Red channel, 547/618 nm; stronger effect = higher value; in the data active = max dye-equivalent concentration above about 10 nM; inconclusive = between about 1.1 nM and that limit
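Compound fluorescence was read after 15 min at room temperature in 100 mM Tris, pH 8.0, using 547 nm excitation and 618 nm emission across a concentration series. It was expressed as Texas Red dye-equivalent concentration from an on-plate standard curve.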
Casp1 inh – qHTS Assay for Allosteric/Competitive Inhibitors of Caspase-1; P29466; Caspase-1 enzyme, Ac-WEHD-AFC fluorogenic rate; Potency, µM (series often up to 57.5 µM), for inactives: at the highest dose activity change, negative = inhibition, actives largely listed as inhibitors; 75,000 compounds, 0.03% hits;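 also: potency is read from the fitted curve at half-maximal effect; plate controls were vehicle for no effect and no substrate for full effect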
Target sequence (P29466 120-297 limits assumed): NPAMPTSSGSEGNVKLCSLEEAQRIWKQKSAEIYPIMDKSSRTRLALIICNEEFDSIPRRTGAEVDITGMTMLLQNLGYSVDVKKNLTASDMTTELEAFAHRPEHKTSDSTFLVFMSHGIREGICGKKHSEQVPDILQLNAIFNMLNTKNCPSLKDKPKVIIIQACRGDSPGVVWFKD
Target sequence (P29466 317-404 limits assumed): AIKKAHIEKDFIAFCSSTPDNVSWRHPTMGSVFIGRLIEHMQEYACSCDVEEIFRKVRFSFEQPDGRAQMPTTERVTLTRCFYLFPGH
Active calls of the source: *; i = inactive; ? = inconclusive; / = not tested or not shown; & = joins results of further samples; [ ] = dose if it differs, or a comment. Unless noted, calls follow the shape of the dose curve; as a rule, active = well fitted curve in the direction sought with a large enough effect; inconclusive = small, poorly fitted or top-dose-only effect, or another doubt; inactive = no such curve, though single readings can be large; an effect the other way counts as inactive or inconclusive. A portion of the library; rates above refer to the full screens.

SMILES | Casp7 inh | ERK AVP block | HEK293 cAMP ctrl | Tau filament bind | Rhodamine fluor | A350 fluor | FLuc inh | Fluorescein fluor | 4-MU autofl | Texas Red fluor | Casp1 inh
Cc1cnc(C(=O)OCC(=O)N2CCN(C(=O)c3ccco3)CC2)cn1 | -1% | -4% | -3% | 13% | i | i | -5% | ? | i | i | 1%
Cn1c(=O)c2cn3ncccc3c2n(C)c1=O | -1% | -23% | 0% | 19% | i | 1.5e-08M* | 1% | ? | 1.6e-08M* | ? | -1%
O=C(Cn1nnc(-c2ccccc2)n1)OCc1ccccc1 | -1% | 8% | 4% | -5% | i | i | 1% | ? | i | ? | 2%
Cc1sc2nc(CSc3nc4ccccc4c(=O)n3CCCN3CCOCC3)[nH]c(=O)c2c1C | -14% | 15% | 9% | -2% | i | i | 0% | 3.4e-08M* | i | i | -11%
Cc1cc(N2CCc3ccccc32)n2ncnc2n1 | -15% | -29% | 8% | -12% | i | 1.6e-08M* | 2% | ? | 1.3e-08M* | i | ?
CCCCN(CCCC)CCn1cnc2c([nH]c3ccc(OC)cc32)c1=O | 1% | -16% | 0% | 36% | / | / | 3% | / | / | / | 0%
CC1=C(\C=C/C(C)=C/C=C\C(C)=C\CO)C(C)(C)CCC1 | / | / | 1% | ? | i | i | 0%[11.4 µM] | i | i | i | /
CC(=O)OC(C(=O)Nc1ccccc1)C(C)S(=O)(=O)c1ccccc1 (stereo not given) | -1% | 0% | 23% | -1% | i | i | 1% | ? | i | ? | 0%
C[C@@]1(CCOCc2ccccc2)NC(=O)NC1=O | 0%[11.5 µM] | 17%[11.5 µM] | 11%[11.4 µM] | -4%[11.4 µM] | i | i | 0%[11.4 µM] | i | i | i | 4%[11.5 µM]
COC(=O)c1ccccc1NC(=O)c1sc(N)nc1C | 0% | ? | 5% | -12% | i | ? | -4% | i | i | i | -6%
CCN(CC)CCN1C(=O)C(=O)/C(=C(/O)c2ccncc2)C1c1ccccc1F (stereo not given) | 0% | -10% | -3% | -3% | i | 1.8e-08M* | 3% | i | 1.3e-08M* | i | -3%
CCc1ccc(NC(=O)c2noc3c2CCCCC3)cc1 | 1% | 11% | -3% | 7% | i | i | -22% | i | i | i | 1%
O=C(NCCN1CCCCCC1)c1ccc(N2CCCC2=O)cc1 | 0% | 10% | 1% | 11% | i | 1.8e-08M* | 2% | i | 1.9e-08M* | i | 0%
COc1cccc(Cn2c(=O)c(C)nc3cnc(Oc4cccc(Cl)c4)nc32)c1 | -6% | 12% | ? | -27% | i | i | 0%[11.4 µM] | i | i | i | -5%
CN(c1nnc(N)s1)C1CCCCC1 | -1% | -16% | 4% | ? | / | / | -23% | / | / | / | 2%
O=C(Nc1nccs1)c1cccc(S(=O)(=O)N2CCCCC2)c1 | -1% | -18% | 16% | -3% | i | i | 2% | i | i | i | -2%
CCOc1ccc(S(=O)(=O)Nc2ccccc2C(=O)Nc2ccccc2N2CCOCC2)cc1 | -1% | -2% | 8% | 7% | i | i | 1% | ? | i | i | -1%
COc1ccc2c(c1)C(=O)N(CCc1ccc(S(=O)(=O)NC(=O)NC3CCCCC3)cc1)C(=O)C2(C)C | -2%[25.7 µM] | -16%[25.7 µM] | 0%[25.6 µM] | 0%[25.6 µM] | i | i | -7%[25.5 µM] | i | i | ? | 0%[25.7 µM]
CCSCCOC(=O)C1=C(C)N(C)C(=O)NC1c1cc(OC)ccc1OC (stereo not given) | -5% | ? | 13% | 15% | / | / | 1% | / | / | / | 2%
CS(=O)(=O)Nc1cccc(-c2nc(NCc3ccccc3)c3ccccc3n2)c1 | -7% | -28% | 25µM* | -17% | i | i | 2%[2.29 µM] | ? | i | i | -5%
Cc1cc(C(=O)CSc2nnnn2C)c(C)n1CCc1ccc(Cl)cc1 | 0% | -16% | 19% | -2% | i | i | 1% | ? | i | i | 0%
CN(C(=O)c1ccccc1)c1nc2ccccc2s1 | -1% | -2% | 10% | 6% | i | i | 6.3µM* | i | i | i | -2%
Nc1nonc1-c1nc2ccccc2n1CC(=O)NC1CCCC1 | 6% | 3% | 6.3µM* | 91% | i | i | 2% | ? | i | i | 0%
O=S(=O)(O)c1ccc(N=Nc2ccccc2)cc1 | 2%[11.5 µM] | 10%[11.5 µM] | -4%[11.4 µM] | 3%[11.4 µM] | i | i | 2%[11.4 µM] | ? | i | i | 3%[11.5 µM]
COc1ccc(C(C#N)N2CCCCC2)cc1OC (stereo not given) | 1% | -2% | ? | -7% | i | i | -1% | i | i | i | -1%
N#Cc1c(NC(=O)CSc2nnnn2C2CCCCC2)sc2c1CCCC2 | -2% | -2% | 23% | -3% | i | i | 2% | i | i | i | 4%
O=C(COc1ccc(Cl)cc1)Nc1nnc(-c2ccc3c(c2)CCCC3)o1 | -2% | / | 10% | 46% | / | / | -6% | / | / | / | -1%
O=C1CCCc2nc(NCc3ccco3)ncc21 | -1% | -7% | 9% | 2% | i | ? | 0% | i | ? | ? | -1%
Cc1ccc(CNC(=O)c2cc3c(-c4ccc(Cl)cc4)nn(C)c3s2)o1 | -4% | 3% | 25% | 101% | / | / | 1% | / | / | / | -4%
O=C(Nc1cccc(-c2cn3ccsc3n2)c1)c1ccccc1 | -2% | ? | -4% | 4% | i | i | 25µM* | i | i | i | 1%
O=C1C2C3C=CC([C@@H]2C(=O)N1c1nccs1)C31CC1 (stereo not given in full) | -1% | -23% | -1% | -4% | i | i | 1% | i | i | i | -1%
CC(C)N(Cc1nc(-c2ccc(Cl)cc2)no1)C(=O)c1cccs1 | 0% | -19% | 4% | 0% | i | i | 0% | ? | i | i | 0%
CCOC(=O)c1c(N)ssc1=S | 1% | -27% | -4% | -3% | / | / | 3% | / | / | / | 0%
CC(C)(CO)Cc1cc(C(C)(C)C)c(O)c(C(C)(C)C)c1 | -3% | ? | ? | -5%&-7% | i | i | -2%&0% | ? | i | ? | 5%
Cc1ccc(S(=O)(=O)NCc2ccco2)cc1C | 0% | -15% | -2% | -2% | / | / | 0% | / | / | / | 0%
C=CCn1c(COc2ccc(F)cc2)nnc1SCC(=O)NC(=O)NCc1ccco1 | -13% | -4% | 10% | -18% | i | i | -33% | ? | i | ? | -1%
COc1ccccc1-c1ccc(=O)n(CC(=O)NC(C)(C)C)n1 | 0% | -5% | -7% | 5% | i | i | 4% | i | i | i | -2%
Cc1nn(C)c(C)c1S(=O)(=O)N(CC(=O)NCCCOC(C)C)c1ccc(C(C)C)cc1 | 1% | -5% | 3% | -1% | i | i | 2% | i | i | i | -1%
CCOc1ccc(C(=O)CCN2CCCCCC2)cc1 | -1% | 11% | 24% | 3% | i | i | -2% | ? | i | i | 2%
CC(C)(C[C@@]1(C)NC(=O)NC1=O)OCc1ccccc1 | 1%[11.5 µM] | 11%[11.5 µM] | -2%[11.4 µM] | 4%[11.4 µM] | i | i | 3%[11.4 µM] | ? | i | i | 0%[11.5 µM]
CCOC(=O)c1c(N)sc2c(OC)c(Br)ccc12 | -4% | -22% | 13% | 69% | / | / | -4% | / | / | / | -3%
O=C(c1cccc(F)c1)N1CCC[C@@]2(CCN(c3ncccn3)C2)C1 | -3% | 19% | 15% | -2% | i | i | 0%[11.4 µM] | ? | i | i | -4%
Cc1c(NC(=O)Nc2ccc(Cl)cc2)c(=O)n(-c2ccccc2)n1C | 0% | 26% | 12% | 1% | / | / | 3% | / | / | / | 0%
COC(=O)C1=C(C)N(C)C(C)=C(C(=O)OC)C1c1ccccn1 | -21% | 19% | 7% | 11% | / | / | 1% | / | / | / | ?
Cc1ccc(SCc2[nH]nc3c2C(c2ccco2)C(C#N)=C(N)O3)cc1 (stereo not given) | 0% | -19% | ? | -13% | i | i | 1% | i | i | i | -3%

Looked up by compound from the entries so far:
SMILES | Casp7 inh | ERK AVP block | HEK293 cAMP ctrl | Tau filament bind | Rhodamine fluor | A350 fluor | FLuc inh | Fluorescein fluor | 4-MU autofl | Texas Red fluor | Casp1 inh
Cc1ccc(SCc2[nH]nc3c2C(c2ccco2)C(C#N)=C(N)O3)cc1 (stereo not given) | 0% | -19% | ? | -13% | i | i | 1% | i | i | i | -3%
CCOC(=O)c1c(N)sc2c(OC)c(Br)ccc12 | -4% | -22% | 13% | 69% | / | / | -4% | / | / | / | -3%

Limited to A350 fluor and HEK293 cAMP ctrl, for some of the entries so far:
canonical_smiles,A350 fluor,HEK293 cAMP ctrl
COC(=O)C1=C(C)N(C)C(C)=C(C(=O)OC)C1c1ccccn1,/,7%
Cc1ccc(SCc2[nH]nc3c2C(c2ccco2)C(C#N)=C(N)O3)cc1 (stereo not given),i,?
